Source: PubChem BioAssay (several laboratories)
GPR55 beta-arrestin: selective activators of receptor GPR55 – imaging, U2OS cells, beta-arrestin-GFP redistribution, primary screen (AID 1961); activation, % at 10 µM, or EC50 in µM where a hit was titrated; U2OS GPR55 beta-arrestin-GFP redistribution imaging; higher % means a stronger effect; 0.048% of 290,000 active;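 active = activation above 40% with more than 50 cells counted in the well; inconclusive = wells holding fewer than 50 cells, flagged as toxic or sparse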;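 note: U2OS osteosarcoma cells stably expressing GPR55 and beta-arrestin-GFP; plate controls were DMSO negative control for no effect and LPI positive control for full effect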
Rac1 GTP hydrolysis: MgcRacGAP GTPase-activating activity inhibitors, confirmation, biochemical, ADP Hunter fluorescence | one-dose inhibition, % at 30 µM; IC50 in µM for titrated hits | AID 624330 | 0.6% of 340,000 active | MgcRacGAP-stimulated Rac1 GTP hydrolysis, ADP Hunter fluorescence; higher % means a stronger effect; GST-tagged Rac1 F28L mutant substrate;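 active = first-screen hits whose inhibition reached a set limit at any dose in the follow-up dose series; inconclusive = inhibition above the set first-screen limit but never retested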;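 note: fluorescence reports GDP produced by GAP-driven GTP hydrolysis; strong numbers were not always called active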
NTR1 ag: NTR1-driven beta-arrestin-GFP spot formation – imaging, U2OS cells, high content, primary screen (AID 493036) | P30989 | agonist mode | activation, % at 20 µM | 0.17% of 330,000 active;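 active = activation at or above 40% of the spot to cytoplasm intensity ratio, with at least 20 cells analyzed; inconclusive = wells under 20 cells, flagged as cytotoxic or low count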;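 note: 0% = DMSO without peptide and 100% = 100 nM NTR1 peptide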
Target sequence (P30989 whole entry, looked up): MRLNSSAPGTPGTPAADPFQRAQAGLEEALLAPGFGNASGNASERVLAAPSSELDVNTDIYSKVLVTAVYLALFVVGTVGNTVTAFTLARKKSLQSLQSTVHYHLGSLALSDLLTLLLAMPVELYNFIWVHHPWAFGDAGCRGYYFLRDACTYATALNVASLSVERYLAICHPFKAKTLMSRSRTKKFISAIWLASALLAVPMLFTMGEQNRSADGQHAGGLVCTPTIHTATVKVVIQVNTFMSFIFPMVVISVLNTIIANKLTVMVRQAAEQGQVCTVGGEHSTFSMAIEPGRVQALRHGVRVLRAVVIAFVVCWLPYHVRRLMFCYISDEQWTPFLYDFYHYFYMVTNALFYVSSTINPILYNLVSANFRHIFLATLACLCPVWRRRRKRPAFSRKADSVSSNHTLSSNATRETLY
GPR35 antagonists: GPR35 antagonists blocking zaprinast-driven arrestin recruitment, primary screen, imaging, U2OS, beta-arrestin-GFP, zaprinast agonist (AID 2058); U2OS GPR35 beta-arrestin-GFP translocation imaging, zaprinast antagonism; higher % means a stronger effect; inhibition, % at 10 µM; hits with a dose series show IC50 in µM; 0.052% of 290,000 active;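 active = inhibition of at least 50% with at least 30 cells and total cytoplasm GFP at most 10,000,000; inconclusive = under 30 cells or total GFP of 10,000,000 plus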
SV40 large T antigen: TAg ATPase/helicase activity blockers – biochemical (AID 1903) | SV40 large T antigen ATPase/helicase inhibition assay; higher % means a stronger effect | one-dose inhibition, % at 20 µM; IC50 in µM for titrated hits | 0.39% of 310,000 active; in the data active = a potency from the dose series; inconclusive = inhibition mostly from about 32% at the one dose, without a potency; inactive = the rest, 99 in 100 with inhibition below about 32%; note: strong numbers were not always called active
Yfh1-depleted yeast: enhancers of respiration in Yfh1-depleted yeast, dose response, Friedreich's ataxia, plus single-dose screen (AID 1465); S. cerevisiae Yfh1-off respiration, WST-1 reduction, 72 h; higher fold induction means a stronger effect; one-dose fold induction at 50 µM; EC50 in µM for titrated hits; 0.074% of 220,000 active;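 active = fold induction of absorbance versus untreated yeast above a set limit, then at least 30% activation at any dose in follow-up; inconclusive = repeats straddling the limit, or above it without dose testing; inactive = fold induction below the set limit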;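 note: activators that raise dye reduction in frataxin-depleted yeast; strong numbers were not always called active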
NS5 inhibitors: flavivirus cap methylation enzyme inhibition – biochemical, confirmation dose response, primary screen (AID 588689). 0.3% of 340,000 active. Dengue-2 NS5 methyltransferase capping enzyme assay, biochemical; higher % means a stronger effect. inhibition, % at 25 µM, or IC50 in µM where a hit was titrated; in the data active = a potency from the dose series; inconclusive = inhibition above about 29% without an active follow-up result
AID2073: inhibitors of Mint1-CaV2.2 protein interaction, biochemical, HTRF (AID 2073); 0.19% of 290,000 active; HTRF protein-protein interaction, Mint1-CaV2.2; higher % means a stronger effect; inhibition, % at 20 µM; hits with a dose series show IC50 in µM; in the data active = inhibition mostly above about 51%, no sharp cut-off; inconclusive = no clear call, values can overlap the other calls; inactive = mostly below about 53%; note: some results filed as inactive read as strong as hits
GPR55 LPI antagonism: inhibition of LPI-stimulated GPR55 beta-arrestin translocation – imaging, U2OS, beta-arrestin-GFP, LPI agonist, primary screen (AID 2013). U2OS GPR55 beta-arrestin-GFP translocation imaging, LPI antagonism; higher % means a stronger effect. inhibition, % at 10 µM; hits with a dose series show IC50 in µM. 0.13% of 290,000 active;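 active = spots per cell inhibited over 60%, with over 100 cells counted and total cytoplasm intensity under 500,000; inconclusive = wells with under 100 cells, flagged as likely toxic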;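 note: U2OS cells stably carrying GPR55 and arrestin-GFP stimulated by 5 µM LPI near EC80; imaged beta-arrestin-GFP aggregate spots per cell after agonist stimulation; plate controls were LPI-stimulated DMSO wells for no effect and DMSO wells without LPI for full effect; some results filed as inactive read as strong as hits; confirmed hits need IC50 under 10 µM and bright autofluorescent wells are also inconclusive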
NTR1 ag cell count 20 µM: recorded beside NTR1 ag, whose call it bears; cell count; measured here: cell count, cytotoxicity flag
* marks the source's active call; other numbers are inactive results; i = inactive; u = inconclusive; x = no result given.

SMILES | GPR55 beta-arrestin | Rac1 GTP hydrolysis | NTR1 ag | NTR1 ag cell count 20 µM | GPR35 antagonists | SV40 large T antigen | Yfh1-depleted yeast | NS5 inhibitors | AID2073 | GPR55 LPI antagonism
CCOCCn1cnc2sc(C(=O)NCCCN3CCOCC3)c(C)c2c1=O | 0.4% | 10.4% | -0.5 | 54 | 0.8% | -4.5% | x | -4.1% | 5.0% | -5.1%
CC(=O)c1c(C)[nH]c(C(=O)OCc2cccc(C)c2)c1C | -0.4% | 9.7% | -0.3 | 45 | 2.0% | 8.9% | x | 0.0% | -4.0% | 1.6%
CC(=O)c1cccc(NC(=O)N2CCCC2C(=O)Nc2ccc3c(c2)OCO3)c1 (stereo unspecified) | 0.2% | -0.6% | 0.4 | 80 | -12.1% | 4.2% | i | -2.7% | -16.8% | -1.4%
c1ccc(CNc2nc(-c3cccs3)nc3ccccc23)cc1 | -0.3% | 14.5% | x | x | -3.4% | 7.9% | i | -4.5% | 12.1% | 1.9%
Nn1c(N2CCCCC2)nc2ccccc21 | 0.2% | -0.2% | -0.1 | 54 | 10.8% | -0.6% | i | -2.8% | 23.7% | -9.5%
COc1ccc(S(=O)(=O)Nc2ccc(S(=O)(=O)N3CCCCC3)cc2)cc1C | 0.3% | 6.4% | -0.2 | 81 | 11.9% | 6.7% | i | -4.8% | 2.9% | 4.2%
O=C(c1cc(COc2ccc(F)cc2F)on1)N1CC[C@@H]2CCCC[C@H]2C1 | -0.1% | 4.3% | 2.7 | 64 | -3.6% | 19.0% | x | -5.5% | -3.6% | 10.7%
CCc1nnc(NC(=O)CSc2nc3c([nH]c4ccccc43)c(=O)n2CCOC)s1 | 0.0% | 10.0% | -0.7 | 59 | -2.0% | 9.4% | x | -0.6% | -5.8% | 16.9%
CC(C)(C)c1ccc(S(=O)(=O)NCC(=O)N2CCN(C(=O)c3ccco3)CC2)cc1 | -0.1% | 6.8% | -0.9 | 53 | 14.1% | 7.5% | i | 4.0% | 17.0% | -3.8%
Cc1ccc2nc(NC(=O)CCn3cccc3)sc2c1 | -0.4% | 1.5% | -0.4 | 44 | -9.5% | 22.2% | i | -13.8% | 35.3% | -6.6%

Just SV40 large T antigen, for two of the compounds above:
smiles	SV40 large T antigen
CC(=O)c1cccc(NC(=O)N2CCCC2C(=O)Nc2ccc3c(c2)OCO3)c1 (stereo unspecified)	4.2%
c1ccc(CNc2nc(-c3cccs3)nc3ccccc23)cc1	7.9%

Next section:
SMILES | GPR55 beta-arrestin | Rac1 GTP hydrolysis | NTR1 ag | NTR1 ag cell count 20 µM | GPR35 antagonists | SV40 large T antigen | Yfh1-depleted yeast | NS5 inhibitors | AID2073 | GPR55 LPI antagonism
CC1CCN(c2ccc([N+](=O)[O-])cc2C(=O)N2CCOCC2)CC1 | 0.4% | 7.3% | 1.9 | 43 | -0.4% | -10.7% | x | -0.3% | -0.2% | 7.7%
Cc1ccc(C(=O)Nc2cccc([N+](=O)[O-])c2)cc1S(=O)(=O)Nc1cccc(C(=O)O)c1 | -0.1% | 4.0% | 5.3 | 36 | -11.5% | 2.3% | i | 0.0% | 9.4% | 4.2%
COc1ccccc1-c1nnn(CC#N)n1 | -0.3% | 2.5% | 0.3 | 30 | 5.4% | -3.0% | i | -3.5% | -3.4% | 11.3%
O=C(CSC1=NS(=O)(=O)c2ccccc2N1)Nc1cccc(F)c1 | x | 6.6% | -0.7 | 52 | x | 15.0% | x | -0.7% | x | x
Cc1ccc(F)cc1NC(=O)N1CCN(c2ccnc3cc(Cl)ccc23)CC1 | 0.0% | 3.9% | 0.5 | 60 | -8.2% | 7.4% | i | -2.3% | 10.9% | -0.2%
O=C(CSc1ccc(-c2ccccn2)nn1)N1CCCc2ccccc21 | -0.1% | 5.7% | -1.0 | 14 | 4.3% | -2.5% | i | -2.3% | -4.5% | 3.3%
O=S(=O)(NCCN1CCCC1)c1ccc(Br)cc1 | -0.2% | 8.4% | 1.0 | 74 | 0.6% | 0.5% | x | 0.0% | -4.0% | 8.1%
O=C(O)c1nn2cc(CCO)cnc2c1Cl | -0.1% | -4.7% | 0.0 | 35 | -1.7% | 22.8% | i | -3.0% | 25.3% | 6.8%
C=CCSc1nc(N)c2c3c(sc2n1)CN(C)CC3 | 0.0% | 14.3% | -0.4 | 102 | -12.5% | 11.3% | x | -2.9% | -17.5% | 4.0%
CN(C)c1ccnc(-n2cccc2/C=N/OCc2cccc(F)c2)c1C#N | -0.1% | 6.5% | 0.2 | 59 | -5.7% | 11.3% | i | 1.4% | 20.8% | 5.0%
Cc1ccc(N2CCN(S(=O)(=O)c3c(C)noc3C)CC2C)cc1 (stereo unspecified) | 0.2% | 13.7% | -0.8 | 59 | 6.7% | 11.8% | x | -8.0% | -2.6% | 7.2%
COc1ccc(Cc2nnc(NC(=O)CSc3ccc(Cl)cc3)s2)cc1OC | -0.2% | x | x | x | 1.0% | 13.8% | i | x | 1.3% | 4.3%
CC(C)N1CC(C(=O)Nc2nc3ccccc3s2)CC1=O (stereo unspecified) | -0.2% | 6.6% | -2.1 | 76 | -0.2% | 3.4% | i | -3.2% | 34.6% | -3.2%
CC1SC(C)C(=O)N(CC(=O)NCc2ccc(F)cc2)C1=O (stereo unspecified) | 0.0% | 3.0% | -0.6 | 96 | 8.4% | 7.0% | i | 2.7% | 1.0% | 14.8%
Cc1cc(-c2ccccc2)nc2cc(C(=O)NCCCn3ccnc3)nn12 | -0.1% | 3.4% | 0.3 | 44 | 8.3% | -2.3% | i | -5.5% | 28.6% | 3.8%
N=C1C(=O)OCC1c1ccccc1NC(=O)c1ccc(F)cc1 (stereo unspecified) | 0.2% | 4.7% | 1.9 | 66 | 3.2% | 5.7% | i | -6.5% | 7.7% | 10.2%
Cc1ccc(Cl)cc1N1CCN(C(=O)C(C)n2ncn3cccc3c2=O)CC1 (stereo unspecified) | 0.0% | -0.1% | 1.4 | 61 | 6.6% | 1.3% | x | -2.8% | -3.6% | 34.5%
CN(C)c1ncc(C2=C(Cl)C(=O)C(N3CCCC3)=C(Cl)C2=O)s1 | x | 89.5µM* | 0.6 | 85 | x | u | i | u | x | x
CC(C)(C)c1ccc2c(c1)C(=O)c1ccccc1C2=O | -0.2% | 12.1% | 7.9 | 80 | -1.9% | 2.3% | i | -5.4% | 19.6% | -5.8%
CC(OC(=O)CCN1C(=O)C2CC=CCC2C1=O)C(=O)Nc1cccc(Cl)c1 (stereo unspecified) | x | 8.0% | -1.1 | 63 | x | 5.6% | x | -2.2% | x | x
COc1cc(Br)c(CNc2cc(C)ccc2C)cc1OC | 0.3% | 97.4µM* | 7.3 | 49 | 6.9% | 7.8% | x | -2.4% | 4.1% | 2.6%
CCc1cc(-c2[nH]ncc2-c2nc3ccccc3n2C)c(O)cc1O | -0.1% | 83.6µM* | 0.0 | 71 | 0.1% | 14.7% | i | 2.9% | 1.9% | 76.2%
O=C(N/N=C/C=C/c1ccccc1)C(O)c1ccccc1 (stereo unspecified) | x | -2.1% | -1.1 | 35 | x | x | i | -4.2% | x | x
CCc1nc2ccccc2nc1N1CCN(S(=O)(=O)c2ccc(Cl)cc2)CC1 | 0.0% | -5.9% | 1.9 | 51 | -10.6% | 7.2% | i | 2.3% | 7.4% | 8.8%
Cc1cc(NC(=O)CSCCc2ccncc2)no1 | 0.7% | 3.0% | 1.0 | 91 | 13.3% | 3.5% | x | -9.0% | 13.2% | 2.7%
CC(NC(=O)C12CC3CC(CC(C3)C1)C2)C(=O)N/N=C/C1=C(N2CCOCC2)C(=C\c2ccccc2)/CC1 (stereo unspecified) | 0.4% | 7.9% | 4.6 | 67 | -15.4% | 4.4% | i | -2.6% | -1.1% | 5.6%
CCc1ccc(C(=O)NC(CCSC)C(=O)OC)cc1 (stereo unspecified) | 0.0% | 7.5% | -2.3 | 63 | -2.3% | -1.0% | i | -2.3% | 4.9% | 6.0%
COc1ccc(N(C(=O)c2ccco2)C(C(=O)NC2CCCC2)c2cccs2)cc1OC (stereo unspecified) | -0.2% | -4.8% | -0.3 | 60 | 10.1% | 10.3% | i | 0.4% | -7.0% | 7.7%
Cc1ccc(N)c2c1OCCC2=O | -0.2% | -4.6% | 0.1 | 80 | 4.2% | 17.3% | i | -5.1% | -2.8% | 10.6%
CCn1c2ccccc2c2cc(NC(=O)COC(=O)c3cc(S(=O)(=O)N4CCCCC4)ccc3Cl)ccc21 | -0.2% | 3.8% | -1.9 | 56 | -6.7% | 3.6% | i | -0.7% | 11.8% | 16.2%
CCOc1ccccc1N1CCN(C(=O)C(F)(F)F)CC1 | -0.1% | 6.2% | -0.5 | 42 | 16.5% | 3.0% | i | -6.8% | -4.1% | 2.1%
COc1ccccc1CNC(=O)CCCc1nnc2n(C)c(=O)c3sccc3n12 | -0.1% | 6.8% | 0.5 | 47 | -21.2% | -4.8% | x | -3.5% | 3.9% | 0.1%
Nc1nc(N2CCN(C(c3ccccc3)c3ccccc3)CC2)n[nH]1 | -0.1% | 4.7% | 0.4 | 45 | 8.5% | 27.3% | i | 6.0% | -4.3% | 2.9%
COc1cc(C2C(C(=O)c3ccc(C)o3)=C(O)C(=O)N2CCCn2ccnc2)cc(OC)c1OC (stereo unspecified) | -0.1% | 5.9% | 1.2 | 64 | 9.2% | 5.6% | x | 3.2% | 11.4% | 8.5%
CC(C)Nc1nnc(SC(C)C(=O)N(C)C2CCCCC2)s1 (stereo unspecified) | x | 6.5% | 0.3 | 82 | x | 18.6% | x | -4.4% | x | x
COc1ccc(C(=O)COc2ccccc2N2C(=O)C3C4C=CC(C4)C3C2=O)cc1 (stereo unspecified) | -0.1% | 4.6% | -0.8 | 50 | -0.3% | 15.5% | i | -3.5% | 2.5% | -6.3%
CCOC(=O)C1CCN(C(=O)CCCn2c(=O)c3cccn3c3cccnc32)CC1 | -0.3% | 15.9% | -0.3 | 53 | 15.9% | 5.8% | x | -9.5% | 15.4% | 12.3%
COC(=O)c1ccc(C(=O)OCCCc2nc3ccc(N)cc3[nH]2)cc1 | 0.3% | 110µM* | 0.7 | 40 | 7.1% | 34.1% | i | 0.6% | -3.3% | 5.0%
